# BoNT A protease: BoNT/A light chain protease inhibitors, primary screen, biochemical, flow cytometry, MLPCN library; AID 588499, 2011; hit rate 0.17% among 360,000; inhibition, % at 10 µM; Botulinum neurotoxin type A light chain protease (Clostridium botulinum A str. ATCC 3502); multiplex microsphere protease substrate cleavage; also: plate controls were buffer without enzyme for full effect and enzyme alone for no effect
# Mtb BioA inh: M. tuberculosis BioA enzyme inhibitors, primary screen, biochemical, plate reader, single point, HTS. 7,8-diaminopelargonic acid synthase BioA (Mycobacterium tuberculosis). purified M. tuberculosis BioA enzyme. inhibition, % at 9.99 µM. hit rate 0.096% among 360,000. AID 602481, 2012; in the data active = inhibition above about 40%; inconclusive = no clear call, values can overlap the other calls
# PfHsp40 yeast: rescue of yeast from PfHsp40 toxicity, primary screen, S. cerevisiae, ATP luminescence. hit rate 0.68% among 340,000. S. cerevisiae expressing PfHsp40, growth rescue. growth rescue, % at 12.5 µM; in the data active = growth rescue above about 28%, passing the limit was not always enough; inconclusive = no clear call, values can overlap the other calls;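 also: yeast W303a lacking pdr1 and pdr3 grown in galactose medium; growth measured after three days at 30 °C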
# GDH-TPI inh: GDH-TPI coupling enzyme inhibitors, primary screen, artefact control for M. tuberculosis FBA inhibitor project, biochemical, absorbance, full deck. GDH-TPI coupled enzyme counterscreen, NADH absorbance. inhibition, % at 4.8 µM. hit rate 1.2% among 360,000. AID 588335, 2011; in the data active = inhibition above about 30%;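 also: 0% = DMSO wells and 100% = wells lacking the enzyme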
# FBA Mtb inh: Mtb FBA enzyme inhibitors, primary screen, biochemical, fluorescence, strain H37Rv; purified M. tuberculosis FBA, fluorescence read-out; inhibition, % at 1 µM; hit rate 2.3% among 360,000; AID 588726, 2011; Fructose-bisphosphate aldolase (Mycobacterium tuberculosis (strain ATCC 25618 / H37Rv)), …; in the data active = inhibition above about 27%;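 also: 0% = vehicle and 100% = reference inhibitor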
# Anthrax LF inh2: Bacillus anthracis LF protease inhibitors, primary screen, biochemical, multiplex microsphere, MLPCN library. Lethal factor (Bacillus anthracis), P15917. multiplex microsphere protease cleavage assay. inhibition, % at 10 µM. hit rate 0.12% among 360,000; also: plate controls were buffer without enzyme for full effect and enzyme alone for no effect
# Target sequence (P15917 whole entry, looked up): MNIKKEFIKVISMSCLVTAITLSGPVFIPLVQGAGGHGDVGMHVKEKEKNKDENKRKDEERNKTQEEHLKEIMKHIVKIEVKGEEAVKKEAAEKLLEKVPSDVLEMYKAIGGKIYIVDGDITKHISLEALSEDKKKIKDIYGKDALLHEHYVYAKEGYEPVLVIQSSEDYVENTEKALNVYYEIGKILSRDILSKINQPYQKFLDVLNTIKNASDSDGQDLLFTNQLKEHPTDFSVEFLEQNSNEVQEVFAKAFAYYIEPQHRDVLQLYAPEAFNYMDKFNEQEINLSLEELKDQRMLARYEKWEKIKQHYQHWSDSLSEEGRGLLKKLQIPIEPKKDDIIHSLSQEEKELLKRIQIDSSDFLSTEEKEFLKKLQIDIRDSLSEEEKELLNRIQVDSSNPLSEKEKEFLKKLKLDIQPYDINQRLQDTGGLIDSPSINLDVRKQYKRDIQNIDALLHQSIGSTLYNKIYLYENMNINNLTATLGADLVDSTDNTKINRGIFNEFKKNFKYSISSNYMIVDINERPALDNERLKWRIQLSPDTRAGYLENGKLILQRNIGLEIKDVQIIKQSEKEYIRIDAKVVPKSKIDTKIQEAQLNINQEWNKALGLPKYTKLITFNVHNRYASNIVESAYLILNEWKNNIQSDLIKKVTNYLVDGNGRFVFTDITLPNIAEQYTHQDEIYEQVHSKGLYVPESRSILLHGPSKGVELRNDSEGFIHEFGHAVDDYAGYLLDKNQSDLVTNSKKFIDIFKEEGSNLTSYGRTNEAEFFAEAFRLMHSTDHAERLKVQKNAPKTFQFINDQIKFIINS
# UGM FP inh: M. tuberculosis UGM enzyme inhibitors, primary screen, biochemical, fluorescence polarization, single point | purified UGM, fluorescence polarization probe displacement | inhibition, % at 10 µM | hit rate 0.06% among 320,000 | AID 504406, 2011; in the data active = inhibition above about 10%, passing the limit was not always enough; inconclusive = no clear call, values can overlap the other calls
# BoNT F protease: BoNT/F light chain protease inhibitors, primary screen, biochemical, flow cytometry, MLPCN library. Botulinum neurotoxin type F light chain protease (Clostridium botulinum). Multiplex microsphere protease cleavage assay. inhibition, % at 10 µM. hit rate 0.22% among 360,000. AID 588497, 2011; in the data active = inhibition above about 35%, passing the limit was not always enough; inconclusive = no clear call, values can overlap the other calls; also: plate controls were buffer without enzyme for full effect and enzyme alone for no effect
# FadD28 binding: inhibitors of FadD28 bisubstrate probe binding, primary screen, biochemical, fluorescence polarization, single point | Mycobacterium tuberculosis FadD28 fatty-acid-AMP ligase | inhibition, % at 12.5 µM | hit rate 0.22% among 360,000; in the data active = inhibition above about 8.5%, passing the limit was not always enough; inconclusive = no clear call, values can overlap the other calls
# * = called active by the depositor; ? = inconclusive; / = no result given; & = joins results of further samples. Rule as the data show it, unless noted: active = inhibition above about 30%; inconclusive = no clear call, values can overlap the other calls; inactive = below that.
# Start of the data: the first 2 compounds (preview)
SMILES,BoNT A protease,Mtb BioA inh,PfHsp40 yeast,GDH-TPI inh,FBA Mtb inh,Anthrax LF inh2,UGM FP inh,BoNT F protease,FadD28 binding
O=C(Nc1ccc(Cl)c([N+](=O)[O-])c1)c1ccc(NCCCN2CCOCC2)c([N+](=O)[O-])c1,0.7,0.4,-0.1,20,1,-2,-0.1,-2,1.7
Cc1ccccc1N=Nc1ccc(O)c2ncccc12,-2.3,-1.5,-1.2,9,1,-4,-1.1,-25,-2.5

# Results, previewed entries included:
SMILES,BoNT A protease,Mtb BioA inh,PfHsp40 yeast,GDH-TPI inh,FBA Mtb inh,Anthrax LF inh2,UGM FP inh,BoNT F protease,FadD28 binding
O=C(Nc1ccc(Cl)c([N+](=O)[O-])c1)c1ccc(NCCCN2CCOCC2)c([N+](=O)[O-])c1,0.7,0.4,-0.1,20,1,-2,-0.1,-2,1.7
Cc1ccccc1N=Nc1ccc(O)c2ncccc12,-2.3,-1.5,-1.2,9,1,-4,-1.1,-25,-2.5
CCOC(=O)c1c(C)[nH]c(C)c1C(=O)COC(=O)c1sccc1C,-1.6,2.4,0.3,0,-1,-5,0.5,-4,-5.2
COc1ccc(NC(c2ccccc2F)P(=O)(Oc2ccccc2)Oc2ccccc2)cc1 (configuration not stated),-0.3,/,-0.7,1,0,1,1.2,-2,-2.1
Cc1ccc(NC(=O)CSc2ccccc2)cc1S(=O)(=O)N1CCOCC1,-4.8,1.6,0.5,-1,2,?,/,5,0.0
Cc1cc(OCC(=O)N[C@@H](Cc2ccccc2)c2nc3ccccc3[nH]2)ccc1Cl,0.2,-0.6,-1.4,-5,-5,2,-0.6,-5,-2.9
O=C(COC(=O)c1cccc(S(=O)(=O)N2CCOCC2)c1)Nc1ncc(Cl)cc1Cl,-3.3,-0.5,-1.7,5,-2,-5,2.3,2,0.7
CCCCCC(=O)N1CCCC(c2nc(-c3ccc(OC)cc3)no2)C1 (configuration not stated),-0.5,0.6,2.7,-4,-3,-4,-1.4,-5,-3.6
COc1ccc(/C=C2\OC(=S)N(C)C2=O)cc1,0.7,0.1,9.2,29,2,3,-0.5,-12,1.1
O=[N+]([O-])c1ccc2c(c1)C(N1CCOCC1)/C(=C/COc1ccc(Cl)cc1Cl)O2 (configuration not stated),-0.8,/,-1.4,20,0,-6,1.6,0,-0.7
Cc1cc(C(F)(F)F)n2ncc(-c3cccc(Br)c3)c2n1,-0.7,-1.8,0.6,0,1,4,-0.7,-3,-3.0
COc1ccc(CC(=O)NNC(=O)c2ccc(Br)s2)cc1OC,-0.1,0.6,0.7,6,-3,-6,1.7,6,-2.6
COc1cc(OC)cc(C(=O)N[C@H](C(=O)OCC(=O)Nc2ccc3c(c2)OCO3)C(C)C)c1,1.1,-2.2,?,2,8,-6,-2.9,-2,-0.1
O=S(=O)(N(Cc1ccccc1)[C@@H](CO)Cc1ccccc1)N(Cc1ccccc1)[C@@H](CO)Cc1ccccc1,0.4,-1.2,?,3,-1,-3,-0.5,-3,-4.5
O=C(NCc1cccnc1)c1ccc([N+](=O)[O-])cc1,-0.5,-0.6,-0.2,-6,2,-6,-1.3,-3,-1.9
Fc1ccc(-[n+]2nc(Nc3ccccc3)sc2-c2c3ccccc3cc3ccccc23)cc1,15,-0.7,3.6,9,-3,18,-1.2,-17,-9.3
CCOc1ccc(-c2nnc(-c3ccccc3)o2)cc1,-0.5,-0.1,0.7,4,91*,-4,1.5,-1,0.9
COc1ccccc1CNC(=O)[C@@H]1CCCN1S(=O)(=O)c1ccc(Cl)cc1,-8.1,-1.4,0.0,-7,1,0,-1.1,1,-2.1
CCOC(=O)c1cc2sccc2n1CC(=O)c1ccc2c(c1)OCCO2,?,37,4.4,0,1,?,-3.9,?,-0.6
Cc1ccc(CNC(=O)CSCC(=O)O)cc1,0.0,-0.4,-1.1,-7,6,2,-1.0,-14,-1.2
COc1ccc(C(=O)Nc2ccc(NC(=O)C3CC3)nc2)cc1,-0.3,-3.2,0.5,-7,1,-1,-2.3,-4,-0.3
Cc1nc2c(cc1N)nc(C)n2Cc1ccccc1,-0.7,3.0,-0.2,0,99*,1,3.4,-7,1.6
CCCNC(=O)C1(C)CCCN(C(=O)c2cc(C)n(C(C)(C)C)n2)C1 (configuration not stated),-0.8,-1.1,/,3,-1,0,/,-8,0.3
COc1ccc(CC(=O)N(Cc2ccccc2)c2cccc(C)c2)cc1OC,1.1,1.0,0.3,3,-1,3,-1.1,4,-1.2
Cc1ccccc1C(=O)N1CCC(C(=O)N2CCN(c3ncccn3)CC2)CC1,-0.1,-2.0,-1.3,4,4,3,-0.9,0,-0.7

# (more compounds)
SMILES,BoNT A protease,Mtb BioA inh,PfHsp40 yeast,GDH-TPI inh,FBA Mtb inh,Anthrax LF inh2,UGM FP inh,BoNT F protease,FadD28 binding
O=C(O)Cn1cnc2scc(-c3cccs3)c2c1=O,0.2,-1.0,0.8,-6,5,2,0.8,4,-2.6
CCN(CC(=O)Nc1ccccc1OC)C(=O)CCOc1ccc(C(C)(C)C)cc1,-1.0,-0.2,-0.9,-6,-3,1,-2.3,2,-3.7
COc1cc(/C=N/NC(=O)c2ccncc2)ccc1OC(C)=O,0.5,-1.2,-1.1,23,-2,-18,2.5,-14,-0.3
CCS(=O)(=O)c1nc(S(=O)(=O)c2ccc(Cl)cc2)c(NCCN2CCOCC2)s1,-1.6,-4.7,-1.3,24,2,3,1.6,-6,1.1
O=[N+]([O-])c1cccc(CON=Cc2ccccc2O)c1,-0.6,-0.3,/,7,-1,-16,/,-7,-3.4
COc1ccc(-n2cnnc2SCC(=O)N(C)c2ccccc2)cc1,-0.6,0.6,-2.0,-2,2,-5,1.8,-26,-3.1
CC1(C)OC(C(N)=O)C(C(N)=O)O1 (configuration not stated),0.1,-0.4,0.5,2,0,-4,0.6,-3,-0.3
O=C(O)c1c2c(nc3ccc(S(=O)(=O)N4CCC(C(=O)NC5CCCCCC5)CC4)cc13)CCCC2,0.3,/,1.6,2,2,-5,3.9,-6,-0.8
COCn1ccnc1C(=O)c1ccco1,-0.1,0.3,/,28,-2,-4,/,1,-1.1
c1ccc(Cn2nnc3c(NCCN4CCOCC4)ncnc32)cc1,0.9,/,-1.6,18,2,1,-2.5,1,0.9
COc1cc2c(cc1OC)CN(C(=O)c1ccc([N+](=O)[O-])o1)CC2,-7.0,/,63*,21,0,7,0.5,?,0.2
COc1cc(/C=C2\SC(=S)N(CC(=O)NC(C)(C)C)C2=O)cc(OC)c1OC,17,/,1.0,2,-3,8,/,3,0.0
Cc1nn(CC(C)C)c(Cl)c1C(=O)N(C)CC(=O)Nc1ccc(Cl)cc1,-0.6,1.9,/,4,-1,-7,/,-5,-1.4
O=C(N/N=C/c1cc([N+](=O)[O-])ccc1N1CCNCC1)c1ccc([N+](=O)[O-])cc1,1.3,-4.0,-0.3,26,1,1,-0.8,-20,0.7
Cc1ccc(S(=O)(=O)N(C)CC(=O)Nc2cccc3c2CCCC3)cc1,0.3,2.3,-0.6,-7,1,5,1.8,-6,-2.6
COC(=O)c1ccc(NC(=O)COC(=O)C2CC(=O)N(Cc3ccccc3)C2)cc1 (configuration not stated),-1.5,-0.8,-0.3,0,5,2,4.1,-1,-2.3
CC1OC(C[N+](C)(C)C)CC1O (configuration not stated),0.5,-1.4,-1.2,-1,-2,-1,-1.1,-1,-3.9
NC(=O)NCc1ccc(F)cc1,-0.7,/,1.5,2,7,7,-4.0,-4,-3.4
CCOc1ccc(S(=O)(=O)Nc2nc3ccccc3nc2N2CCN(C)CC2)cc1,0.9,-0.9,-0.2,25,11,0,0.9,0,-0.7
Cc1nc2ccc(NC(=O)Cc3ccc4c(c3)OCCO4)cc2s1,0.4,/,769*,3,1,1,-1.2,4,-1.2
Cc1occc1C(=O)NNC(=O)NC12CC3CC(CC(C3)C1)C2,-1.3,-2.8,-0.6,5,-3,-1,-3.4,-2,-0.5
CCOC(=O)c1ccc(Oc2nc(NC)nc(Nc3ccccc3)n2)cc1,0.3,-1.0,2.6,-8,1,-7,-0.4,-3,-2.2
CCN(CC)CCN(C(=O)c1ccc2c(c1)CCCC2)c1nc2c(C)cccc2s1,0.0,0.0,1.3,2,-2,-4,1.4,-6,-16
C/C(=N\OC(=O)c1ccccc1)c1cc(-c2ccc(Cl)cc2)no1,-0.3,1.2,-1.9,-5,2,0,0.5,-3,0.3
C=C(C1=CCN(S(=O)(=O)C(C)(C)C)[C@@H]1CCO)c1ccccc1,-0.1,-0.2,1.2,-8,0,-2,/,-6,-3.5

# Next records.
SMILES,BoNT A protease,Mtb BioA inh,PfHsp40 yeast,GDH-TPI inh,FBA Mtb inh,Anthrax LF inh2,UGM FP inh,BoNT F protease,FadD28 binding
COc1ccc(S(=O)(=O)N2CCCOC2CNC(=O)C(=O)NC2CCCC2)cc1 (configuration not stated),1.1,-0.3,-0.1,1,2,-6,-1.1,4,-1.1
CC(=O)Nc1ccc(S(=O)(=O)NCC(=O)NC(C)c2ccc(S(N)(=O)=O)cc2)cc1 (configuration not stated),-0.2,12,0.3,-4,5,-7,3.1,1,0.3
O=C(CN1C(=O)COc2ccc(S(=O)(=O)N3CCCCC3)cc21)NCc1ccc(F)cc1,-1.2,/,-0.1,0,-2,-2,-2.2,-4,0.6
CCCN(C(=O)CCl)C1=CCCCC1,0.4,/,-1.4,-10,-8,0,-1.1,-6,-2.1
CCOc1ccc(-n2cnnn2)cc1S(=O)(=O)Nc1c(C)cccc1C,-1.1,0.9,0.2,2,0,-2,-0.4,-9,-0.3
COc1ccc(-c2cc3ccc(OCC(C)=O)cc3oc2=O)cc1,1.5,0.4,1.2,15,155*,-1,-0.6,10,-2.9
COC(=O)c1ccccc1NC(=O)Cn1cnc2ccc(S(=O)(=O)N3CCC(C)CC3)cc2c1=O,-1.5,0.4,2.1,0,5,-2,5.0,-5,0.8
Cc1sc2nnn(CC(=O)N3CCN(C(=O)c4ccco4)CC3)c(=O)c2c1C,0.6,-1.8,1.8,27,3,0,-3.2,7,-1.6
O=C(CCNC(=O)c1ccc(Br)cc1)NCc1ccccc1F,4.6,/,-0.4,-2,1,6,0.3,3,-2.5
COc1ccccc1NC(=O)c1cc2cc(Br)ccc2cc1O,-1.4,/,0.1,7,3,2,0.0,-33,-2.8
CCOC(=O)C1CCCN(C2CC(=O)N(c3ccc(NC(C)=O)cc3)C2=O)C1 (configuration not stated),0.8,0.2,-1.1,5,1,-9,0.7,-2,-2.4
Cc1ccc2c(c1)C(O)(c1c(C)[nH]c3ccccc13)C(=O)N2 (configuration not stated),-0.5,-1.5&3.3,-1.3&1.1,-5,1,-2,-1.3,-8,-1.8
CC(C)(C)OC(=O)NCCc1n[nH]c(=S)o1,0.3,-0.7,/,6,0,2,-1.9,9,-1.6
COC(=O)CNc1n[nH]c(=S)[nH]c1=O,0.5,-1.1,-0.2,22,-2,-2,2.4,2,-0.3

# Some of the entries so far, with values under each structure.
# Screens in order: BoNT A protease, Mtb BioA inh, PfHsp40 yeast, GDH-TPI inh, FBA Mtb inh, Anthrax LF inh2, UGM FP inh, BoNT F protease, FadD28 binding
COc1ccccc1NC(=O)c1cc2cc(Br)ccc2cc1O
→ -1.4, /, 0.1, 7, 3, 2, 0.0, -33, -2.8
CCOC(=O)C1CCCN(C2CC(=O)N(c3ccc(NC(C)=O)cc3)C2=O)C1 (configuration not stated)
→ 0.8, 0.2, -1.1, 5, 1, -9, 0.7, -2, -2.4
